# Bioassay records: PubChem, several laboratories
# RGS8-Gao reg: RGS8-Galphao binding modulators, primary screen, biochemical, multiplexed bead flow cytometry; actives lie on both sides; AID 1423, 2008; Guanine nucleotide-binding protein G(o) subunit alpha (Homo sapiens), P09471; hit rate 0.34% among 220,000; response (percent of control binding), % at 10 µM; in the data active means response below about 60% or above about 140%; inactive means in between;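 further: Galphao activated as the GDP aluminium fluoride complex binding bead-coupled RGS8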
# Bcl-XL Bim block: inhibitors of Bim-Bcl-XL binding, primary screen, biochemical, multiplexed, bead flow cytometry, human Bcl-XL. Bcl-2-like protein 1 (Homo sapiens), Q07817. Bim peptide-Bcl-XL binding, fluorescence. inhibition, % at 10 µM. hit rate 0.04% among 190,000. AID 1007, 2008
# Target sequence (Q07817 whole entry, looked up): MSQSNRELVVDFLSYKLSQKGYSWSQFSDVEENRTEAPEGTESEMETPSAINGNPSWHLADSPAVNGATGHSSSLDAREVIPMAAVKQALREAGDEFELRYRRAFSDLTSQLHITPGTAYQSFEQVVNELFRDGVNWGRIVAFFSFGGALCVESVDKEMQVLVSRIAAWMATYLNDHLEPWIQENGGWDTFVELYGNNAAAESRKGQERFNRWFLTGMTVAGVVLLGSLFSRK
# Bim-Bcl-2: inhibitors of Bim-Bcl-2 binding, primary screen, biochemical, multiplexed, human Bcl-2 family. hit rate 0.06% among 190,000. inhibition, % at 10 µM. Bead-based flow cytometry, Bim peptide-Bcl-2 binding. Apoptosis regulator Bcl-2 (Homo sapiens), P10415; in the data active means inhibition above about 40%; inconclusive means no clear call, values can overlap the other calls;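 further: 0% = no compound wells with probe peptide and 100% = reference peptide inhibitor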
# Target sequence (P10415 whole entry, looked up): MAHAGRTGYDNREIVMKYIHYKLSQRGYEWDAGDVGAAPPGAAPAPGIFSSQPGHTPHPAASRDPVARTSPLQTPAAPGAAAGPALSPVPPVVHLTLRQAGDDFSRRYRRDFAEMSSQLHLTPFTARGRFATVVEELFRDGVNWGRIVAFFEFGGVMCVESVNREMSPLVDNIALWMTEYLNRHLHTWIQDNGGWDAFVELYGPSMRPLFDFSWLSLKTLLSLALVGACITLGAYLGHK
# Bim-Bcl-W: inhibitors of Bim binding to Bcl-W, primary screen, biochemical, multiplexed, bead-based flow cytometry; Bcl-2-like protein 2 (Homo sapiens), Q92843; hit rate 0.02% among 190,000; Bim peptide-Bcl-W binding; inhibition, % at 10 µM;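 further: 0% = bound tracer without compound and 100% = peptide blocker; higher means less fluorescent Bim peptide bound to Bcl-W beads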
# Target sequence (Q92843 whole entry, looked up): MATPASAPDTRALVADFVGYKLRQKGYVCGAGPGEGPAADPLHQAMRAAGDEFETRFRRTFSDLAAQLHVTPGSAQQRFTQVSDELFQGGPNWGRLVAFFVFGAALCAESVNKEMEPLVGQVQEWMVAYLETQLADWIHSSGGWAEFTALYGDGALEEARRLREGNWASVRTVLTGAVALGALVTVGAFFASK
# RGS4-Gao reg: modulators of RGS4 binding to Galphao, primary screen, biochemical, multiplexed bead flow cytometry. Guanine nucleotide-binding protein G(o) subunit alpha (Homo sapiens), P09471. actives lie on both sides. binding response (% of control), % at 10 µM. hit rate 0.33% among 220,000; in the data active means binding response below about 49% or above about 150%; inactive means in between;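 further: fluorescent Galphao activated with aluminum fluoride binding bead-coupled RGS4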
# Bcl-B Bim block: inhibitors of Bim-Bcl-B binding, primary screen, biochemical, multiplexed, human Bcl-2 family; Bcl-2-like protein 10 (Homo sapiens), Q9HD36; bead-based flow cytometry, Bim peptide-Bcl-B binding; inhibition, % at 10 µM; hit rate 0.073% among 190,000; AID 951, 2007;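 further: 0% = tracer peptide without compound and 100% = reference inhibitor peptide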
# GSH fluor: compound fluorescence on glutathione beads, profiling panel, artefact control, biophysical, 488/530 nm, flow cytometry. GSH beads flow cytometry, compound fluorescence 488/530 nm; stronger effect = higher value. fluorescence (KMESF) at 10 µM. hit rate 0.25% among 190,000. AID 1776, 2009; in the data active means fluorescence above about 89;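 further: glutathione beads carrying GST-tagged Bcl family fusion proteins plus one bare bead set; values are compound well signal with DMSO vehicle wells as background; inactives centre near 16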
# Mcl-1 Bim block: inhibitors of Bim peptide binding to Mcl-1, primary screen, biochemical, bead-based flow cytometry, multiplex; Bim peptide-Mcl-1 binding; Induced myeloid leukemia cell differentiation protein Mcl-1 (Homo sapiens), Q07820; hit rate 0.1% among 190,000; AID 1009, 2008; inhibition, % at 10 µM;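 further: 0% = no compound tracer wells and 100% = peptide blocker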
# Target sequence (Q07820 whole entry, looked up): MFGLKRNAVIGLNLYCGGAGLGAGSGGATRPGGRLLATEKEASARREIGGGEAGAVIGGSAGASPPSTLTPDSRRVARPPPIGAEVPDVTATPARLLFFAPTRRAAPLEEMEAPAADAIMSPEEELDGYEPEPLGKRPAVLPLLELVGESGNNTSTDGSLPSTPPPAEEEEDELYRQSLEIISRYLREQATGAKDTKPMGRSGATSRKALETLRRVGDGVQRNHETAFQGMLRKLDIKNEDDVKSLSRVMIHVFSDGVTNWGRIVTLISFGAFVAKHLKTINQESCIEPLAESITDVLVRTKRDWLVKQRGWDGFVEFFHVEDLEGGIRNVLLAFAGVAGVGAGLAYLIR
# Mcl1-Bid inh: Mcl-1/Bid binding inhibitors, primary screen, biochemical, TR-FRET, 1536-well | TR-FRET Mcl-1/Bid-Dy647 peptide binding | inhibition, % at 21.7 µM | hit rate 0.97% among 220,000;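 active means compounds that cut the binding signal by more than half at the single screening dose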;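 further: His-tagged Mcl-1 with europium anti-His antibody binding Bid BH3 peptide; 0% = Mcl-1 plus peptide wells and 100% = peptide-only wells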
# RGS7-Gao reg: RGS7-Galphao binding modulators, primary screen, biochemical, multiplexed bead flow cytometry | Guanine nucleotide-binding protein G(o) subunit alpha (Homo sapiens), P09471 | actives lie on both sides | binding response (% of control), % at 10 µM | hit rate 0.35% among 220,000; in the data active means binding response below about 49% or above about 150%; inconclusive means no clear call, values can overlap the other calls; inactive means in between;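 further: fluorescent Galphao held in activated GDP-AlF4 state binding bead-coupled RGS7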
# Bfl-1 Bim block: inhibitors of Bim binding to Bfl-1, primary screen, biochemical, multiplexed, bead-based flow cytometry; AID 1008, 2008; inhibition, % at 10 µM; Bcl-2-related protein A1 (Homo sapiens), Q16548; hit rate 0.12% among 190,000; Bim-Bfl-1 binding inhibition;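 further: 0% = wells without compound plus tracer and 100% = blocker peptide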
# * = called active by the depositor; u = inconclusive. Unless noted, no stated cut-off is given here; in the data, active means inhibition above about 40%.
Compound	RGS7-Gao reg	Bim-Bcl-W	GSH fluor	RGS8-Gao reg	Bim-Bcl-2	RGS4-Gao reg	Mcl-1 Bim block	Bfl-1 Bim block	Bcl-XL Bim block	Mcl1-Bid inh	Bcl-B Bim block
COc1cc2cc(Oc3ccc4ccc(=O)oc4c3)c(=O)oc2cc1OC1OC(COC(=O)CC(C)(O)CC(=O)O)C(O)C(O)C1O (stereo not drawn)	98.1	2.0	11	101.0	1.0	99.1	0.0	2.0	4.0	-12.4	0.0
CCOCCCNS(=O)(=O)c1ccc(-n2cnnn2)c(OC)c1	105.7	-2.0	31	102.4	-7.0	101.3	1.0	-8.0	-1.0	-4.7	-6.0
COc1ccc(/C(N)=N/OC(=O)c2ccc([N+](=O)[O-])c(C)c2)cc1OC	99.2	8.0	12	101.7	0.0	100.5	1.0	8.0	3.0	19.2	4.0
Nc1nc2c(F)cccc2s1	101.2	-4.0	15	101.1	-8.0	100.0	-1.0	-12.0	-3.0	-44.2	-7.0
COc1ccc(CCCc2nnc(SCC(=O)Nc3nc(C)cs3)n2C)cc1	97.9	0.0	12	100.9	0.0	101.4	-2.0	0.0	-4.0	-22.4	0.0
COc1ccc(C(=O)C2CCCN(C3Cc4ccccc4C3)C2)cc1OC (stereo not drawn)	96.7	0.0	12	101.5	0.0	101.6	-2.0	-5.0	0.0	-8.8	-4.0
Cc1sc2c(c1C)c(=O)nc1n2Cc2ccccc2-1	107.7	0.0	9	102.2	-7.0	101.0	-1.0	-9.0	-3.0	6.0	-3.0
O=C(OCC1COc2ccccc2O1)c1ccccc1F (stereo not drawn)	103.7	-1.0	14	105.3	-3.0	107.4	-3.0	-3.0	0.0	22.0	-3.0
O=C(Cn1c(CO)nc2ccccc21)NCCc1ccc(F)cc1	u	3.0	19	101.8	0.0	101.1	0.0	-4.0	0.0	1.1	-2.0
Cc1nc(NC(=O)c2oc3ccccc3c2C)sc1C(=O)N(C)C	100.0	-6.0	29	100.1	-17.0	99.6	-5.0	-17.0	-11.0	2.8	-13.0
OCCN1CCN(Cc2nc(-c3cccc(Cl)c3)no2)CC1	103.9	-4.0	10	97.8	-5.0	103.0	-3.0	-8.0	-3.0	-1.6	-5.0
O=C(Nc1ccncc1)c1ccccc1F	97.9	-2.0	68	102.2	-5.0	102.4	0.0	-5.0	0.0	9.3	-3.0
O=C(CCCOc1ccccc1)Nc1ccc2c(c1)OCCO2	100.6	0.0	16	101.4	-8.0	100.5	-1.0	-8.0	-4.0	-13.9	-8.0
C=CCOc1ccccc1CN1CCC(CO)(CCOc2ccccc2)CC1	100.6	-3.0	14	97.5	-5.0	99.0	-8.0	2.0	-6.0	-23.4	-1.0
CCOC(=O)c1oc2c(C)c(O)ccc2c(=O)c1-c1nncn1-c1ccccc1	103.3	0.0	29	100.4	-2.0	103.0	1.0	0.0	-4.0	-19.2	0.0
Cc1cc(C(=O)Nc2c(C)nn(Cc3ccccc3Cl)c2C)no1	80.6	-3.0	56	80.3	-2.0	70.8	0.0	-1.0	2.0	-9.9	-3.0
Cc1nn(-c2ccccc2)c2c1C1(C(=O)N(C)c3ccccc31)N(c1ccccc1)C(=O)N2 (stereo not drawn)	97.2	-1.0	27	103.2	-10.0	100.0	-1.0	-17.0	-5.0	4.7	-9.0
O=C(CN1CCOCC1)Nc1ccccc1NC(=O)C1CCN(c2ncccn2)CC1	98.7	-1.0	7	100.2	2.0	92.6	0.0	-1.0	-1.0	-23.8	-1.0
Cc1ccc(-n2c(O)c(C=Nc3ccccc3-c3n[nH]c(=S)[nH]c3=O)c3ccccc3c2=O)c(C)c1	105.7	0.0	15	97.9	-1.0	102.1	-4.0	-3.0	-3.0	-66.5	-8.0
O=C(NC(=S)Nc1cccnc1Cl)c1ccco1	u	2.0	14	100.1	-2.0	102.8	-2.0	-2.0	-4.0	-8.7	-9.0
CCc1cc2c(SCC(=O)c3ccccc3)ncnc2s1	97.0	-6.0	20	103.1	-5.0	97.7	-3.0	-2.0	-6.0	-3.1	-7.0
O=c1[nH]c2ccc(NS(=O)(=O)c3ccc4ccccc4c3)cc2[nH]1	100.9	-1.0	16	98.1	0.0	102.0	0.0	-2.0	0.0	-26.9	-6.0
CC(=O)NC(N1CCCCC1)C(F)(F)C(F)(F)C(F)(F)C(F)F (stereo not drawn)	100.7	3.0	28	95.8	12.0	100.1	7.0	18.0	10.0	-7.6	9.0
Cc1ccc(C(=O)/C=C/Nc2ccc([N+](=O)[O-])cc2Br)cc1	97.7	-3.0	24	97.8	-3.0	97.8	-4.0	-2.0	-1.0	6.3	-10.0
Cc1[nH]nc2c1C1(C(=O)N(Cc3ccc(Cl)cc3)c3ccccc31)C(C#N)=C(N)O2 (stereo not drawn)	92.1	0.0	9	94.7	-3.0	92.7	0.0	0.0	0.0	-14.1	-1.0
COc1ccccc1/C=C(\C#N)C(=O)Nc1ccc(S(N)(=O)=O)cc1	102.0	1.0	12	103.0	2.0	100.0	0.0	-1.0	-1.0	-7.8	-2.0
Cc1ccc(N2C(=O)N(CC(=O)N(C)Cc3ccccc3)C(=O)C2C)cc1 (stereo not drawn)	102.4	-2.0	12	101.2	-12.0	99.0	-4.0	-14.0	-3.0	5.3	-8.0
O=C(c1c(F)c(F)c(F)c(F)c1F)N1CCN(c2cccc(C(F)(F)F)c2)CC1	98.5	-5.0	38	101.0	-17.0	100.8	-10.0	-22.0	-12.0	2.5	-10.0
COc1ccccc1N1CCN(C2CCN(C(=O)c3cccc(F)c3)CC2)CC1	98.8	-1.0	10	101.3	1.0	100.7	-5.0	-6.0	-5.0	12.8	-3.0
Cc1nc(N(C)Cc2ccccc2)c2nnn(Cc3ccccc3)c2n1	100.2	5.0	6	100.2	-3.0	99.7	0.0	-10.0	-6.0	-9.5	-4.0

# A second format for 2 compounds above.
# Sequence of screens: RGS7-Gao reg	Bim-Bcl-W	GSH fluor	RGS8-Gao reg	Bim-Bcl-2	RGS4-Gao reg	Mcl-1 Bim block	Bfl-1 Bim block	Bcl-XL Bim block	Mcl1-Bid inh	Bcl-B Bim block
COc1ccc(/C(N)=N/OC(=O)c2ccc([N+](=O)[O-])c(C)c2)cc1OC
→ 99.2	8.0	12	101.7	0.0	100.5	1.0	8.0	3.0	19.2	4.0
Nc1nc2c(F)cccc2s1
→ 101.2	-4.0	15	101.1	-8.0	100.0	-1.0	-12.0	-3.0	-44.2	-7.0

# (next part)
Compound	RGS7-Gao reg	Bim-Bcl-W	GSH fluor	RGS8-Gao reg	Bim-Bcl-2	RGS4-Gao reg	Mcl-1 Bim block	Bfl-1 Bim block	Bcl-XL Bim block	Mcl1-Bid inh	Bcl-B Bim block
C=CCn1c(SCCOC)nc2c1c(=O)[nH]c(=O)n2C	100.2	1.0	18	102.5	-11.0	101.0	0.0	-8.0	-2.0	-26.0	-5.0
Cc1ccccc1Nc1c(-c2ccccn2)nc2ccccn12	104.2	-4.0	26	106.8	-1.0	100.4	-1.0	-1.0	-3.0	-86.1	-3.0
Cc1nnc(SCC(=O)c2ccc(Br)cc2)s1	99.1	-1.0	12	99.2	0.0	95.9	-3.0	-6.0	-2.0	-23.7	-4.0
CCOc1ccc(-c2nnc3ccc(SCC(=O)NCc4ccco4)nn23)cc1	101.4	1.0	31	102.2	-5.0	102.8	-2.0	-13.0	-2.0	-28.2	-6.0
CCCn1c(SCc2nc(-c3cccs3)no2)nnc1-c1ccncc1	101.5	-7.0	38	100.3	-14.0	102.1	-2.0	-16.0	-8.0	5.0	-9.0
Cc1ccc(Nc2nc(CSc3nnnn3C)cs2)cc1	96.1	-1.0	20	97.5	0.0	96.1	1.0	0.0	0.0	-41.2	-3.0
COCCn1c(SC(C)C(=O)Nc2ncc(Cl)cc2Cl)nc2ccccc21 (stereo not drawn)	105.0	-5.0	27	106.5	-13.0	104.8	-6.0	-9.0	-9.0	-30.2	-12.0
COc1cccc(Nc2nc(-c3sc(NC(=O)c4ccco4)nc3C)cs2)c1	99.5	0.0	7	94.9	1.0	99.6	56.0*	4.0	-1.0	-49.9	0.0
CCc1nnc(NC(=O)c2cccc(NC(=O)C(C)C)c2)s1	101.6	1.0	22	100.7	-5.0	103.7	-2.0	-13.0	0.0	-13.6	-5.0
O=[N+]([O-])c1cc(CN2CCCC2)ccc1Sc1ccc(Cl)cc1	100.3	-4.0	20	102.5	-3.0	102.8	0.0	-5.0	0.0	-28.6	-3.0
Cc1cc(=O)oc2cc(OCC(=O)N3CCN(C(=O)c4ccco4)CC3)ccc12	107.9	-6.0	14	116.7	-6.0	111.5	0.0	-6.0	-1.0	0.1	-10.0
C=C(Cl)COc1ccc2c(CCCC)cc(=O)oc2c1	104.5	0.0	23	103.6	0.0	102.7	0.0	0.0	0.0	-0.7	2.0
CCN(CC)C(=O)c1[nH]cnc1C(=O)N[C@@H](CCCCNC(=O)OC(C)(C)C)C(=O)OC(C)(C)C	85.3	3.0	16	93.1	-2.0	90.8	-2.0	-8.0	0.0	2.2	0.0
CCc1ccc(-c2cc(C(=O)Nc3ccc(S(=O)(=O)NC(C)=O)cc3)c3ccccc3n2)cc1	100.8	-8.0	40	96.5	-7.0	99.5	-6.0	-4.0	14.0	8.3	-5.0
CC(C)=CCC/C(C)=C/COc1ccc2ccc(=O)oc2c1	98.8	6.0	22	101.1	0.0	101.4	2.0	2.0	1.0	-5.4	-2.0
O=C(CN1C(=O)c2ccccc2S1(=O)=O)NCCSc1ccccc1	105.1	0.0	36	99.3	-7.0	95.8	0.0	-9.0	-10.0	-17.9	-6.0
CCOC(=O)C1(C)NC(c2cc(OC)c(OC)c(OC)c2)C2C(=O)N(CC)C(=O)C21 (stereo not drawn)	100.8	0.0	13	104.3	-1.0	102.4	2.0	-13.0	0.0	-31.3	-5.0
Cc1ccc(Cn2nnc3c(=O)n(CC(=O)N4CCN(c5ccccc5)CC4)cnc32)cc1	99.8	-5.0	28	101.1	-10.0	101.5	-1.0	-12.0	3.0	-15.6	-10.0
COCCCNCCCCOc1ccc(Br)cc1C	101.9	-1.0	4	105.5	0.0	100.1	-2.0	2.0	-7.0	3.9	-5.0
CCOC(=O)c1ccc(-c2ccc(/C=C(\C#N)C(=O)NCc3cccs3)o2)cc1	102.4	-4.0	13	102.4	-3.0	102.4	-4.0	-11.0	-6.0	-1.6	-7.0
Cc1cc([N+](=O)[O-])ccc1NCc1ccccc1	103.7	6.0	7	103.5	-2.0	102.3	2.0	-10.0	1.0	-21.1	-1.0
CC(/C=C/c1ccco1)=N\NC(=O)C(O)c1ccccc1 (stereo not drawn)	107.7	-4.0	14	97.3	-9.0	99.9	0.0	1.0	-5.0	-32.3	-9.0
